FBPA Giardia inh = blocks Giardia fructose-bisphosphate aldolase activity. purified Giardia FBPA. hit rate 0.71% among 290,000. A8B2U2. Potency, µM (highest dose often 59.6 µM), for the others: top-dose activity, negative = inhibition, usual class: inhibitors. AID 2451; further: potency means the concentration at half of the fitted maximal effect; nearly all actives have a fitted effect of over 55% in size
Target sequence (A8B2U2 whole entry, looked up): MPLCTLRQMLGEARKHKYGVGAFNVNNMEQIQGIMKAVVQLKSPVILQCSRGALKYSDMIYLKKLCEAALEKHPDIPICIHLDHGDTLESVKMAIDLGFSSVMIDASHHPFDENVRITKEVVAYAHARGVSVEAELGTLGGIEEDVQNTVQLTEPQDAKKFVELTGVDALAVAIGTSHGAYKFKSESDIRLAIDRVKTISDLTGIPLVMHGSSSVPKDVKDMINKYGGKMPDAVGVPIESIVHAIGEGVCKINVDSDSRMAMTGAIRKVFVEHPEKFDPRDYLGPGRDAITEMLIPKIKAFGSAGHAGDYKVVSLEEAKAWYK
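Giardia FBPA (40 nM reagent) was preincubated 10 min at RT with compound (up to 57.5 uM final), then substrate plus GAPDH/TPI/NAD/arsenate coupling system with diaphorase/resazurin was added; resorufin fluorescence (525/598 nm) was read after 20 min.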
AMA1 RON2 block = inhibitors of Plasmodium falciparum AMA1-RON2 interaction. AlphaScreen AMA1-biotinylated RON2 peptide binding. Potency, µM (top dose mostly 58.2 µM), for the others: at the top dose activity change, negative = inhibition, actives largely listed as inhibitors. hit rate 0.2% among 360,000;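 further: potency means the concentration at half of the fitted maximal effect; 0% = vehicle wells and -100% = peptide control; nearly all actives have a fitted effect of over 45% in size; some results filed as inactive show a strong effect at the top dose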
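AMA1 (3D7) with his tag at 25 nM final met compounds first, then biotinylated RON2 peptide at 25 nM; detection used donor plus acceptor beads, 10 µg/mL apiece, read by AlphaScreen after 30 min at room temperature.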
HCV inh = inhibitors of hepatitis C virus infection; Huh7.5.1 HCVcc-Cre infection, luciferase reporter, 44 h; Potency, µM (titrated, usually from 41.8 µM), for the others: at the highest dose activity change, negative = inhibition, actives largely listed as inhibitors; hit rate 3.4% among 340,000; AID 651820; further: potency means the concentration at half of the fitted maximal effect
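Cells seeded at 1,000/well and cultured 4 h, then compounds added followed by HCVcc-Cre virus (~0.5 moi). After 44 h further culture, luciferase substrate was added, plates held 15 min at room temperature, and luminescence read for 15 sec.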
HCMV antiviral = inhibitors of human cytomegalovirus; activity change, negative = inhibition, % at 57.5 µM; AID 1259415; HFF cells, HCMV-luciferase reporter, 72 h; active compounds read low; hit rate 4.5% among 410,000; in the data active means activity change below about -60%; inconclusive means no clear call, values can overlap the other calls; inactive means above about -39%
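Compounds were evaluated in HFFs infected with an HCMV luciferase reporter virus (MOI 1 PFU/cell). Luciferase in lysates collected 72 h post infection served as the replication measure.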
AmpC detergent = inhibitors of E. coli AmpC beta-lactamase with detergent | AID 485294 | Potency, µM (titrated, usually from 114 µM), for inactives: at the top dose activity change, negative = inhibition, actives largely listed as inhibitors | P00811 | AmpC hydrolysis of nitrocefin, absorbance 480 nm, 0.01% Triton | hit rate 0.041% among 370,000;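 further: potency means the concentration at half of the fitted maximal effect; 0% = no-compound wells and -100% = no-enzyme wells; nearly all actives have a fitted effect of over 25% in size; some results filed as inactive show a strong effect at the top dose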
Target sequence (P00811 whole entry, looked up): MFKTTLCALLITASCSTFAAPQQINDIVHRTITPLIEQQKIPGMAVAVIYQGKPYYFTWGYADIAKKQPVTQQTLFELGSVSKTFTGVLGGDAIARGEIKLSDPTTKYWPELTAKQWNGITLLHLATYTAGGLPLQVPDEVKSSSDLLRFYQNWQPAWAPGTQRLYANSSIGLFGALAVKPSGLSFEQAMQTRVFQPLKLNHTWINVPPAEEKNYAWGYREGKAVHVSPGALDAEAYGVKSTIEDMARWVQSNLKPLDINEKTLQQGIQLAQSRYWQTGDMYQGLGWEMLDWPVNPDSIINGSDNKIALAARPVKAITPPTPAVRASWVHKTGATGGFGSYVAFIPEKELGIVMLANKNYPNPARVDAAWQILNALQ
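AmpC (5.3 nM in the dispensed reagent) in 20 mM phosphate pH 7.0 with 0.01% (detergent screen) or 0.0001% Triton X-100 was preincubated with compounds for 15 min at room temperature. Nitrocefin was then added from an 800 uM solution, and hydrolysis was followed at 480 nm.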
Sm TGR block = inhibitors of Schistosoma mansoni thioredoxin glutathione reductase. AID 485364. Potency, µM (highest dose often 114 µM), inactives show at the highest dose activity change, negative = inhibition, actives largely listed as inhibitors. Q962Y6. hit rate 3% among 360,000. purified TGR, DTNB reduction, TNB absorbance 405 nm; further: potency means the concentration at half of the fitted maximal effect; nearly all actives have a fitted effect of over 60% in size
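Kinetic colorimetric format: TGR-catalysed, NADPH-driven DTNB reduction monitored via TNB absorbance. Enzyme dispensed at 20 nM; compound exposure 15 min at room temperature before reaction start.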
Active calls of the source: *; u = inconclusive; x = not tested or not shown; [ ] = dose if it differs, or a comment. Unless noted, the call rests on the fitted dose curve; in most records, active means well fitted curve in the direction sought with a large enough effect; inconclusive means small, poorly fitted or top-dose-only effect, or another doubt; inactive means no such curve, though single readings can be large; an effect the other way counts as inactive or inconclusive. Unless noted, on the % scale 0 is the no-effect control and ±100 the full control effect.

smiles	FBPA Giardia inh	AMA1 RON2 block	HCV inh	HCMV antiviral	AmpC detergent	Sm TGR block
CCOC(=O)C1=C(c2ccccc2)OC(N)=C(C#N)C1c1ccc(Br)s1 (stereo not given)	-7%	-10%	2%	-6	-9%	40µM*
CCOC(=O)c1sc2nc3n(c(=O)c2c1C)CCC3	-3%	10%	-7%	50	-10%	-1%
CC(C)NC(=O)COC(=O)c1ccc(S(=O)(=O)N2CCCC2)cc1	5%	6%	0%	27	9%	0%
Cc1ccc(NC(=O)COC(=O)CNC(=O)c2ccc(Cl)cc2Cl)cc1S(=O)(=O)N1CCOCC1	x	-4%	2%	-100*	6%	3%
Cc1ccc(-c2nc(N3CCOCC3)s[n+]2-c2ccccc2)cc1	1%	22%	-20%	16	-10%	-13%
CC(=NNc1ccc([N+](=O)[O-])cn1)c1ccccc1	x	22%	u	2	x	x
O=C(CN1C(=O)C2C3C=CC(C3)C2C1=O)NCCC1=CCCCC1 (stereo not given)	-1%	-2%	19%	3	0%	0%
CCCCCCc1cc2cc(-c3nnc(-c4ccccc4OC)o3)c(=O)oc2cc1O	6%	53%[activator]	-7%	-74*	-12%	5%
COc1ccccc1CNc1cc(-c2ccccc2)ccc1OC	-7%	u	0%	-14	-20%	-10%
Cc1cc(C)n(CCNC(=O)c2cc(COc3ccc4ncccc4c3)on2)n1	-3%	24%	u	0	2%	3%
Cc1ccc(C2c3[nH]c4ccccc4c3C[C@H]3C(=O)N(c4ccccc4C(=O)N4CCC[C@@H]4C(=O)O)C(=O)N23)cc1 (stereo not given in full)	15%	-5%	3%	-15	u	6%
CCOc1ccc(C(C)NC(=O)Cc2ccccc2F)cc1OCC (stereo not given)	3%	1%	-4%	21	1%	0%
CCOC(=O)C1CCN(Cc2cn[nH]c2-c2ccc(C)cc2)CC1	u	-7%	3%	-10	u	0%
CCCN1CCN(CCCNC(=O)c2cc3c(=O)oc4ccc(C)cc4c3s2)CC1	x	-6%	-10%	-30	5%	32%
CCN1C[C@]2(COC)CC[C@H](O)[C@@]34C5C[C@@H]6[C@@H](OC)C[C@@](O)(C5[C@H]6O)[C@](O)([C@@H](OC)C23)[C@@H]14 (stereo not given in full)	x	-6%	18%	-38	x	x
CN(C)C(=O)COC(=O)c1ccccc1OCC(=O)Nc1ccc(SC(F)F)cc1	-12%	-12%	-1%	-3	-9%	-1%
Cc1nc(CCNC(=O)CC2C(=O)NCCN2CC(C)C)nc2c1CCC2 (stereo not given)	x	18%	15%	-10	1%	-6%
COC(=O)C1=C(O)/C(=C/c2cccc(OC)c2O)N=C1C	-12%	-6%	10%	u	2%	2%
COc1ccc2nc(C)cc(N3CCOCC3)c2c1	-29%	-6%	20%	-7	-4%	13%
O=C(NCCc1ccc(Cl)cc1)C1CCN(C(=O)c2ccc(F)cc2)CC1	15%	26%	-2%	16	-12%	-6%
CC1CCc2c(sc(NC(=O)c3nc4ncccn4n3)c2C#N)C1 (stereo not given)	-1%	-11%	6%	-14	u	5%
Cc1c(Cl)cccc1NC(=O)C(=O)NNC(=O)c1ccccc1F	14%	85%[activator]	-4%	-27	u	5%
Cc1ccc(-c2cn3nc(C)c(C)nc3n2)cc1	-10%	33%[activator]	-2%	-24	-6%	u
Nc1nnc(SCC(=O)Nc2cccc3ccccc23)s1	4%	-1%	3%	-17	3%	u
O=C(c1ccc(S(=O)(=O)N2CCCCC2)cc1)N1CCN(c2ccccc2)CC1	-2%	1%	-5%	1	-10%	2%
CC1(C)CC(=O)C2=C(C1)OC(N)=C(C#N)C2c1cn(-c2ccccc2)nc1-c1ccc(F)cc1 (stereo not given)	-3%	0%	u	-2	-6%	-14%
CCOC(=O)c1ccccc1NC(=O)C=C(C)C	0%	20%	3%	-11	3%	0%
O=c1c2[nH]c3ccccc3c2ncn1CCN1CCCCC1	1%	1%	8%	49	u	-3%
COc1ccccc1Cn1c(CO)nc2ccccc21	8%	10%	-16%	-8	-8%	10%
Cc1cccc(NP(=O)(Oc2ccccc2)Oc2ccccc2)c1C	-7%	-1%	-23%	-12	-13%	-9%

(next part)
smiles	FBPA Giardia inh	AMA1 RON2 block	HCV inh	HCMV antiviral	AmpC detergent	Sm TGR block
CCCCN(C(=O)C1CCCO1)c1c(N)n(CC(C)C)c(=O)[nH]c1=O (stereo not given)	x	0%	10%	-34	-18%	6%
Cc1ccc(NC(=O)/C(=C\c2ccc([N+](=O)[O-])cc2)NC(=O)c2ccccc2)cc1	3%	6%	-23%	25	-6%	-7%
CC1C(=O)OC(c2ccc(Cl)cc2)C(C)(C)C1=O (stereo not given)	9%	-5%	7%	17	-1%	-4%
O=C(CNS(=O)(=O)c1cccc(C(F)(F)F)c1)NC1CCCCCC1	x	5%	-3%	u	x	x
Cc1ccc(NC(=O)Cc2ccc([N+](=O)[O-])cc2)c(Br)c1	3%	8%	5%	39	-9%	-3%
COC(=O)COc1cccc2c(=O)n(CC(=O)NCCc3ccccc3)ccc12	7%	-3%	3%[8.37 µM]	20	u	-5%
CC(=O)c1cn(C2OC(CO)C3OC(C)(C)OC32)c(=O)n(C)c1=O (stereo not given)	x	11%	5%	3	x	x
CCOC(=O)C(=O)Nc1nnc(SCc2ccc(F)cc2)s1	18%	48%[activator]	6%	-12	u	-1%
COc1ccc(Nc2cc(C(=O)NCCCN(C)C3CCCCC3)c3ccccc3n2)c(OC)c1	x	x	x	-32	-6%	-18%
C/C(=N\Nc1nc(N2CCCCCC2)nc(N2CCCCCC2)n1)c1ccccc1	1%	43%[activator]	u	-66*	1%	-1%
CCN(C(=O)COc1cccc2cccnc12)C1CCS(=O)(=O)C1 (stereo not given)	u	68%[activator]	-7%	-12	0%	u
O=C(Nc1sc2c(c1C(=O)N1CCCCC1)CCCC2)c1ccccc1Cl	x	x	x	-19	-7%	-1%
O=C(NNc1cc(C(F)(F)F)nc2ccccc12)Nc1cccc(Cl)c1	-5%	-5%	u	-4	-2%	-4%
Cc1cc(C)c2c(N=NN3CCCCC3)[nH]nc2n1	0%	0%	u	22	u	-12%
C1CCN=C(Nc2nn[nH]n2)CC1	0%	3%	8%	44	4%	-1%
Cc1ccc(NC(=O)COc2ccc(N3CC(C(N)=O)CC3=O)cc2)c(C)c1 (stereo not given)	7%	6%	7%	-15	0%	2%
O=C(CS(=O)CC(=O)N(c1ccccc1)C(C(=O)NC1CCCCC1)c1ccco1)Nc1ccc(F)cc1 (stereo not given)	-2%	3%[11.6 µM]	0%	u	u	4%
Cc1cccc(/C(N)=N/OC(=O)COc2ccccc2Cl)c1	-3%	95%[activator]	-15%	3	-16%	0%
NS(=O)(=O)c1ccc(N/N=C/c2cn(-c3ccccc3)nc2-c2ccccc2)c([N+](=O)[O-])c1	0%	-13%	10µM*	-81*	-14%	-1%
CC(OC(=O)C1CC(=O)N(Cc2ccco2)C1)C(=O)Nc1ccccc1[N+](=O)[O-] (stereo not given)	x	-6%	2%	6	6%	-7%
CCC(C)(C)NC(=O)C(C(C)C)N(CC1CCCO1)C(=O)CNS(=O)(=O)c1ccc(F)cc1 (stereo not given)	x	18%	0%	-1	1%	-13%
COc1cc(-c2c(C#N)c(N)nc3[nH]c(=S)[nH]c(=O)c23)ccc1O	u	54%[activator]	16%	-21	-14%	65%[activator]
O=C(COC(=O)CNC(=O)c1ccc(Cl)cc1Cl)NC(=O)NC1CCCCC1	x	-8%	6%	u	-10%	-18%
CC(C)Sc1nnc(CNC(=O)C23CC4CC(CC(C4)C2)C3)n1Cc1ccccc1	9%	8%	11%	0	u	-2%
C=CC[C@@H](CC(=O)N(CCO)Cc1ccccc1)C(=O)NC[C@H](OC(=O)[C@@H](CC=C)CC(=O)OC(C)(C)C)c1ccccc1	x	3%	u	-20	x	x
COc1ccc(S(=O)(=O)N2CCN(C(=O)N(C)C)C2C)cc1 (stereo not given)	2%	0%	-1%	19	u	-4%
Cc1ccc(S(=O)(=O)N2CCC(=O)N(C(COCc3cccc(C)c3)Cc3ccccc3)CC2)cc1 (stereo not given)	-7%	8%	u	-6	u	-12%
CC(C)Nc1nc(-c2cccnc2)nc(-c2ccc(Cl)cc2)c1C#N	2%	13%	-10%	u	-5%	-22%
CC(C(=O)NC(C)(C)C)N(C(=O)CS(=O)CC(=O)Nc1ccc(F)cc1)c1ccccc1F (stereo not given)	-11%	20%	9%	-15	7%	18%
S=C(NCCc1ccccc1)Nc1ccccn1	-1%	-4%	7%	25	0%	u

Looked up above.
`Cc1ccc(S(=O)(=O)N2CCC(=O)N(C(COCc3cccc(C)c3)Cc3ccccc3)CC2)cc1` (stereo not given) – FBPA Giardia inh: -7%
`O=C(c1ccc(S(=O)(=O)N2CCCCC2)cc1)N1CCN(c2ccccc2)CC1` – AmpC detergent: -10%

Rewritten field by field: three of the compounds above.
Cc1ccc(NC(=O)/C(=C\c2ccc([N+](=O)[O-])cc2)NC(=O)c2ccccc2)cc1
  FBPA Giardia inh = 3%
  AMA1 RON2 block = 6%
  HCV inh = -23%
  HCMV antiviral = 25
  AmpC detergent = -6%
  Sm TGR block = -7%

Nc1nnc(SCC(=O)Nc2cccc3ccccc23)s1
  FBPA Giardia inh = 4%
  AMA1 RON2 block = -1%
  HCV inh = 3%
  HCMV antiviral = -17
  AmpC detergent = 3%
  Sm TGR block = u

O=C(CN1C(=O)C2C3C=CC(C3)C2C1=O)NCCC1=CCCCC1 (stereo not given)
  FBPA Giardia inh = -1%
  AMA1 RON2 block = -2%
  HCV inh = 19%
  HCMV antiviral = 3
  AmpC detergent = 0%
  Sm TGR block = 0%

More structures.
smiles	FBPA Giardia inh	AMA1 RON2 block	HCV inh	HCMV antiviral	AmpC detergent	Sm TGR block
Clc1cc2c(nn1)Nc1ccccc1S2	4%	1%	3%	48	u	-2%
Cc1ccc(-c2nnc(NCc3nc4ccccc4[nH]3)c3ccccc23)cc1S(=O)(=O)N(C)C	6%	1%	u	-32	0%	-2%
CCOC(=O)c1[nH]c(C)c(C(=O)OCC(=O)Nc2sc3c(c2C#N)CCCCC3)c1C	0%	-4%	u	5	-2%	x
O=S(=O)(NC1CCCCC1Oc1ccccc1)c1ccccc1 (stereo not given)	2%	18%	1%	-36	-6%	-8%
Cc1nc(-c2ccccc2)[nH]c(=O)c1Oc1ccc(Cl)cc1Cl	5%	19%	-20%	79	9%	3%
COc1ccc(C(=O)Oc2c(CN3CCOCC3)cc(Cl)c3cccnc23)cc1	10%	-18%	13µM*	-75*	0%	4%
O=C(COc1cccc(Br)c1)Nc1ccc(N2CCOCC2)cc1N1CCOCC1	x	-7%	u	-7	6%	8%
Cc1ccc(NC(=O)NCCN2CCCCC2)cc1	-1%	12%	-10%	7	2%	3%
O=C(CCN1C(=O)/C(=C/c2ccccc2)SC1=S)NNC(=O)c1ccncc1	2%	53%[activator]	7%	u	-10%	-8%
CCOc1cc(C(=O)Nc2ccc(C)cc2O)ccc1OCC(=O)N1CCOCC1	x	3%	u	22	-20%	u
COc1ccccc1/C=C/C(=O)NCC(=O)N/N=C/c1ccc(C(=O)O)cc1	-5%	3%	1%	-3	-8%	0%
